FEN1 inhibitor: qHTS Assay for the Inhibitors of Human Flap endonuclease 1 (FEN1) | P39748 | Recombinant FEN1 flap cleavage, fluorescence, 15 min | Potency, µM (highest dose often 114 µM), for the others: top-dose activity change, negative = inhibition, most hits filed as inhibitors | actives 0.35% (n = 390,000) | AID 588795, 2011; further: nearly all actives have a fitted effect of over 65% in size
Target sequence (P39748 whole entry, looked up): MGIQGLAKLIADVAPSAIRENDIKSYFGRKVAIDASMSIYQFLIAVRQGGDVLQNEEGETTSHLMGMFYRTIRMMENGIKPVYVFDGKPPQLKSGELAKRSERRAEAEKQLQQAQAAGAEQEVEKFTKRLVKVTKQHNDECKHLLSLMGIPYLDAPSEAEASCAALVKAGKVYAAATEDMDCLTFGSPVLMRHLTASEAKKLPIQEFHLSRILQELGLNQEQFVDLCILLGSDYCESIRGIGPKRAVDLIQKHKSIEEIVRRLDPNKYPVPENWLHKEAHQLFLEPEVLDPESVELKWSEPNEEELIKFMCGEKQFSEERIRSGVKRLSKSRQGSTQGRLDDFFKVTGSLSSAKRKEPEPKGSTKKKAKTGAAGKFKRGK
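In this screen, 50 nM flap DNA substrate was added to 10 nM FEN1 pretreated with compound for 15 min at room temperature; cleavage was followed with reads at 0 and 15 min, and Hill fitting gave concentration–response parameters.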
TDP1 cell CPT: qHTS for Inhibitors of human tyrosyl-DNA phosphodiesterase 1 (TDP1): qHTS in cells in presence of CPT | actives 12% (n = 420,000) | chicken DT40 Tdp1-/-;hTDP1 cells + 20 nM CPT, ATP luminescence, 48 h | Potency, µM (top dose mostly 46.2 µM), inactives show at the top dose activity change, negative = growth inhibition, usual class: inhibitors; further: nearly all actives have a fitted effect of over 55% in size
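Chicken DT40 Tdp1-/- cells complemented with human TDP1, 400 cells/well, exposed to compounds plus 20 nM camptothecin for at least 48 h at 37 C; viability read as ATP content by CellTiter-Glo luminescence.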
GCN5L2 inh: qHTS Assay for Inhibitors of GCN5L2; GCN5L2 HAT assay, ThioGlo1 CoA-SH fluorescence; actives 0.21% (n = 390,000); Histone acetyltransferase KAT2A (Homo sapiens), Q92830; AID 504327, 2011; Potency, µM (top dose mostly 58.9 µM), for the others: top-dose activity change, negative = inhibition, usual class: inhibitors
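Titration-based screen in which CoA formation is detected via maleimide probe ThioGlo1 (50uM) turning fluorescent on thiol reaction; substrates H3(1-25) 75uM and acetyl-CoA 70uM, GCN5L2 20nM, 20 min incubation at room temperature.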
* = called active by the depositor; ? = inconclusive; . = no result given; & = joins results of further samples; [ ] = remark or other dose. The call rests on the fitted dose curve; in most records, active means well fitted curve in the direction sought with a large enough effect; inconclusive means small, poorly fitted or top-dose-only effect, or another doubt; inactive means no such curve, though single readings can be large; an effect the other way counts as inactive or inconclusive. On the % scale 0 is the no-effect control and ±100 the full control effect; potency means the concentration at half of the fitted maximal effect. A portion of the library; count on the stated rates, not on these rows.

mol | FEN1 inhibitor | TDP1 cell CPT | GCN5L2 inh
COc1ccc(C(=O)c2ccc(C)cc2)c(O)c1 | . | -4.2% | -13.4%
CCOc1ccc(C(=O)NC(C)(C)CC)cc1 | -14.7% | -4.5% | -9.5%
Cc1ccc[n+](CC(=O)c2ccc(Br)cc2)c1 | -7.3% | -7.6% | 1.6%
O=C(NC1CC1)C1=C[C@@H](c2ccccc2)C[C@@H](OCCCCO)O1 | 13.5% | 2.1% | -4.8%
Cc1cc(C(F)(F)F)n2nc(-c3cnn(C)c3C(F)(F)F)cc2n1 | -11.1% | -2.1% | 3.3%
Cc1ccc(C(=O)Oc2ccc(N3C(=O)CCC3=O)c(C)c2)cc1 | -12.9% | 2.9% | -5.0%
O=C(c1ccccc1)N1CCN(C(=O)c2cccnc2)CC1 | 21.6% | -2.4% | -2.3%
Cc1cc[n+](-c2[nH]c(=O)sc2/C=N/N=C(\[O-])c2ccncc2)cc1C | ? | -6.7% | -12.4%
CCOc1ccc(C(C)NC(=S)NCc2ccc(Cl)cc2)cc1 (stereo unspecified) | -1.6% | ? | -4.4%
CN(C1CCCCC1)S(=O)(=O)c1cccc(C#N)c1 | -3.6% | -8.6% | -7.8%
CN(CC(=O)Nc1ccc(F)c(F)c1F)C(=O)CN1C(=O)C2CCCCC2C1=O (stereo unspecified) | -5.9% | 7.9% | -2.9%
CC(=O)Nc1ccc(Nc2ncnc3c2cnn3-c2ccccc2)cc1 | -0.3% | ? | 5.5%
COC(=O)C1=C(C)N(Cc2ccc(C)cc2)C(=O)/C1=C\c1ccc(O)c(OC)c1 | -18.7% | 2.3% | -19.4%
CN(C)S(=O)(=O)c1cccc(C(=O)NCCOC(=O)c2cc(F)c(F)cc2Cl)c1 | -5.5% | 13.1% | 1.3%
O=C(CSc1nc2[nH]ncc2c(=O)[nH]1)N1CCCC1 | -3.4% | 10.4% | 23.7%
COc1ccccc1NC(=O)C1=C(C)Nc2nc(SCc3ccccc3)nn2C1c1cccs1 (stereo unspecified) | 11.5% | -100.6% | 13.5%
Cc1ccc(C(=O)c2c(C)oc3c2C(=O)C(=O)c2ccccc2-3)cc1 | -22.7% | 2.06µM* | -5.4%
COc1cc(CNCCSc2nnnn2C)ccc1OCc1ccc(F)cc1 | 0.4% | 18.4µM* | 5.5%
O=C(NC1CCCCCC1)c1ccc(CS(=O)Cc2ccccc2Cl)o1 (stereo unspecified) | -5.3% | ? | 8.8%
COc1ccccc1NC(=O)C(=O)c1cc(C)n(-c2cc(C)cc(C)c2)c1C | -13.2% | ? | 0.8%
CCC(CC)C1=NN2C(=N)/C(=C/c3ccc(OC(=O)c4ccco4)cc3)C(=O)N=C2S1 | -4.0% | 3.2% | -2.3%
c1ccc(C2CC3CC(c4ccccc4)N2O3)cc1 (stereo unspecified) | 2.1% | 4.2% | .
Cc1ccccc1NC(=O)CSc1nc2scc(C)c2c(=O)[nH]1 | 8.8% | -11.9% | 0.5%
Cc1ccc2c(c1)c1c(c(=O)n(Cc3ccccc3)c(=O)n1CC(=O)NCc1ccccc1Cl)n2C | -4.7% | 1.1% | 0.1%
CCn1c(SCC(=O)Nc2ccc3c(c2)OCCO3)nnc1-c1cccs1 | 6.7% | -5.2% | -0.6%
Cc1ccn2c(C(=O)NN=C3CCN(C)CC3)c(C)nc2c1 | 3.7% | 28.6% | -4.2%
CCCCC/C(=N\NC(=O)CCC(=O)NCc1ccccc1)c1ccccc1 | 6.1% | ? | 3.5%
CC(C)(C)NC(=O)C(Cc1ccccc1)N1C(=O)c2ccccc2C1=O (stereo unspecified) | 9.9% | -5.2% | -1.5%
O=C(Nc1ccccc1)N1CC2(CCN(C(=O)c3cnccn3)CC2)C1 | . | 2.7% | -3.4%
COC(C[C@@H]1O[C@@H]1C(=O)COCc1ccccc1)OC | 16.1% | 18.4µM* | -8.2%
O=[N+]([O-])c1ccc(NN=Cc2cccc(O)c2)nc1 | -26.2% | 23.1µM* | .
O=C(O)C1=C[C@@H](c2ccc(F)cc2)C[C@@H](OCCCCO)O1 | -9.1% | 1.4% | 42.8%[activator]
CCn1c(C)cc(/C=C2\NC(=O)N(Cc3ccccc3)C2=O)c1C | -1.4% | ? | 0.5%
COc1ccc(-c2ccc3c(c2)S(=O)(=O)c2cccc(C(=O)NC4CCCC4)c2C3=O)cc1OC | -0.1% | -29.7% | -4.5%
CCOC(=O)C(=NC(C)CC)NNc1ccc(Br)cc1 (stereo unspecified) | -6.4% | ? | -12.8%
COc1cc(C(=O)Oc2ccccc2OC(=O)c2cc(OC)c(OC)c(OC)c2)cc(OC)c1OC | 3.7% | 6.1% | .
Cc1cc(C)nc(N2CCCC(C(=O)NC(C)CCc3ccco3)C2)n1 (stereo unspecified) | -9.5% | -15.1% | -4.8%
C=CCc1c(C)nc2nc(SCC(=O)Nc3cccc(Cl)c3)nn2c1C | 4.9% | 20.6µM* | -25.0%
COc1ccccc1NC(=O)Cn1nc(-c2ccc(Cl)cc2)c2ccccc2c1=O | -8.7% | -29.0% | -1.1%
CCN(CC)CCn1c(SCC(=O)Nc2ccc3c(c2)CCC3)nc2ccccc2c1=O | -1.5% | ? | -8.2%
Cc1nnc(NCCN2CCOCC2)[nH]c1=O | -3.0% | -10.7% | 1.0%
Cc1cccc(NC(=O)c2ccc(F)c(S(=O)(=O)N3CCC4(CC3)OCCO4)c2)c1 | -1.1%&-9.4% | ? | -26.6%&-3.6%
Cc1nc(Nc2ccc(S(=O)(=O)N3CCCC3)cc2)c2nnn(Cc3ccccc3)c2n1 | -2.3% | 0.1% | 8.9%
CCOc1ccccc1CN1CCN(C2CCOCC2)CC1CCO (stereo unspecified) | -2.7% | 2.7% | 0.3%
O=C(CSc1ccc2nnc(-c3cccnc3)n2n1)NCC1CCCO1 (stereo unspecified) | 0.2% | 13.2% | -1.2%
Nc1nc2n(n1)C(=O)CC(c1ccccc1[N+](=O)[O-])N2 (stereo unspecified) | -6.7% | 1.4% | -6.0%
CN(C)c1ccc(C(C#N)c2ccc(Cl)cc2)nn1 (stereo unspecified) | 6.5% | 0.0% | -1.7%
CC(C)(O)C#Cc1ccc(C(=O)N2CCCC(CNS(=O)(=O)c3cccs3)C2)o1 (stereo unspecified) | -18.0% | ? | -12.2%
CCOC(=O)c1c(C)[nH]c(-c2csc(N)n2)c1C | 6.8% | -16.7% | ?
Cc1cc(C)c(S(=O)(=O)N(C)CC(=O)N2CCCCC2)c(C)c1 | -5.6% | -16.4% | -7.5%
O=C(c1ccco1)N1CCN(C(=O)c2cc(-c3ccccc3)nc3ccccc23)CC1 | -1.4% | ? | -16.8%
COc1ccccc1/C=N/NC(=O)C(=O)NCc1cccnc1 | -4.7% | 19.7% | -1.7%
COc1ccccc1NC(=O)CN1C(=O)C(C)SC(C)C1=O (stereo unspecified) | -0.1% | 26.4% | 3.2%
COc1cc(NC(=O)c2cc3c(=O)n(Cc4ccco4)ccc3nc2C)cc(OC)c1OC | -1.3% | 7.7% | -18.1%
COc1cc(C)c(/C=C(\C#N)C(=O)Nc2ccc(C)cc2)cc1C(C)C | -1.4% | -10.5% | 84.5%[activator]
COCC1CCCCN1C(=O)CCCn1nnnc1CN1CCC(C)CC1 (stereo unspecified) | 6.6% | 16.8% | 3.6%
O=C(CCC(=O)NNc1nc2ccccc2c2nc(-c3ccccc3)nn12)NCCCN1CCOCC1 | -4.3% | -6.0% | -2.0%
CC(C)=CC(=O)Nc1c(C)cc(C)cc1Cl | -0.7% | -24.3% | -3.5%
COc1ccccc1N(CN1CCCC1=O)C(=O)c1c(F)cccc1F | 0.3% | ? | -4.0%
CSc1ccc(C(=O)Nc2ccc(-c3nc4ccccc4s3)c(O)c2)cc1 | 6.4% | ? | -10.6%

A stretch of the results above, as a working copy:
mol | FEN1 inhibitor | TDP1 cell CPT | GCN5L2 inh
O=[N+]([O-])c1ccc(NN=Cc2cccc(O)c2)nc1 | -26.2% | 23.1µM* | .
O=C(O)C1=C[C@@H](c2ccc(F)cc2)C[C@@H](OCCCCO)O1 | -9.1% | 1.4% | 42.8%[activator]
CCn1c(C)cc(/C=C2\NC(=O)N(Cc3ccccc3)C2=O)c1C | -1.4% | ? | 0.5%
COc1ccc(-c2ccc3c(c2)S(=O)(=O)c2cccc(C(=O)NC4CCCC4)c2C3=O)cc1OC | -0.1% | -29.7% | -4.5%
CCOC(=O)C(=NC(C)CC)NNc1ccc(Br)cc1 (stereo unspecified) | -6.4% | ? | -12.8%
COc1cc(C(=O)Oc2ccccc2OC(=O)c2cc(OC)c(OC)c(OC)c2)cc(OC)c1OC | 3.7% | 6.1% | .
Cc1cc(C)nc(N2CCCC(C(=O)NC(C)CCc3ccco3)C2)n1 (stereo unspecified) | -9.5% | -15.1% | -4.8%

The list goes on:
| Structure | FEN1 inhibitor | TDP1 cell CPT | GCN5L2 inh |
| --- | --- | --- | --- |
| CC(=O)N1C(=O)N(C)C2C1N(C(C)=O)C(=O)N2C (stereo unspecified) | -0.5% | -114.1% | 2.0% |
| CC(=O)Nc1ccc(S(=O)(=O)N(CCO)Cc2ccccc2)cc1 | -10.8% | -25.6% | -13.2% |
| O=C(Cn1cnc2c(nnn2Cc2ccccc2)c1=O)N1CCN(c2ccccc2)CC1 | -1.6% | ? | -1.4% |
| CCc1ccc(NC(=O)c2cc(C)nn2-c2ccccc2)cc1 | 5.8%&3.8% | ? | 7.7%&-2.0% |
| Cc1[nH]c2ccccc2c1C(=O)COC(=O)C1CCC(=O)N1 (stereo unspecified) | -2.0% | 13.3% | -1.1% |
| CCn1c(SCC(=O)NC2CCCc3ccccc32)nnc1-c1cccs1 (stereo unspecified) | 10.1% | -17.5% | 32.5%[activator] |
| COc1cc(NC(=O)Cn2c(=O)ccc3cc(S(=O)(=O)N4CCCC4)ccc32)cc(OC)c1 | 11.8% | ? | -16.5% |
| COc1ccccc1NC(=O)CSCC(=O)N1c2ccccc2CCc2ccccc21 | -4.6% | ? | -7.7% |
| CCN(CC)S(=O)(=O)c1cccc(C(=O)OCC(=O)c2ccc3c(c2)NC(=O)CO3)c1 | -15.7% | -4.2% | -11.5% |
| COC(=O)c1scc(-c2ccc(C)cc2)c1S(=O)(=O)Nc1ccc(N(C)C)cc1 | 3.3% | 16.4µM* | -3.6% |
| CCc1ccc(OC(C)C(=O)N(Cc2ccco2)C2CCS(=O)(=O)C2)cc1 (stereo unspecified) | 2.9% | -18.3% | -27.8% |
| COc1ccc(NC(=O)C(C)N2C(=O)c3ccccc3C2=O)c(OC)c1 (stereo unspecified) | -1.6% | 4.2% | . |
| Cc1cccc(NC(=O)c2ccc(NCC3CCCO3)c([N+](=O)[O-])c2)c1 (stereo unspecified) | -3.5% | -1.9% | 0.2% |
| O=C(O)c1[nH]c2ccccc2c1CC(=O)N1CCOCC1 | 2.4% | 0.8% | 0.5% |
| Nc1nnc(CSCc2ccc(F)cc2)s1 | -1.5% | -2.7% | -4.6% |
| O=C(CNC(=O)OCc1ccccc1)NC1CCCCNC1=O (stereo unspecified) | 1.1% | 1.9% | 1.2% |
| COc1ccccc1NC(=O)COC(=O)CCc1ccc(S(=O)(=O)N2CCOCC2)cc1 | -13.9% | 4.7% | -1.3% |
| CC(NC(=O)C1CCCCC1)C(c1cccs1)N1CCN(C)CC1 (stereo unspecified) | -13.9% | -9.7% | -29.7% |
| COc1ccccc1C(=O)N1C(CC(=O)Nc2ccccc2C)C(=O)NC2CCCCC21 (stereo unspecified) | -10.4% | -19.0% | -12.1% |
| CCCCc1c(O)nc(SCC(=O)c2ccccc2)n(-c2ccccc2OC)c1=O | -10.5% | -8.8% | -5.8% |
| O=C(Nc1cc(Cl)cc(Cl)c1)c1coc(=O)c(Br)c1 | ? | 1.64µM* | ? |
| C=C(C)C1CC=C(C)/C(=N\NC(=O)CNc2ccccc2OC)C1 (stereo unspecified) | -12.5% | ? | -4.7% |
| Cc1cccc(C(=O)O)c1NC(=O)Cc1cccc2ccccc12 | -3.6% | ? | 1.1% |
| COC(=O)c1scc(C)c1S(=O)(=O)Nc1ccc(C)cc1 | -3.1% | -23.3% | -17.0% |
| Cc1ccc2c(c1)N(S(=O)(=O)c1ccc3c(c1)NC(=O)CC(=O)N3)CCO2 | 8.3%&-3.8% | ? | 0.1%&-8.1% |
| O=C(CCCNC(=O)c1ccc(Cl)cc1)Nc1ccc(S(=O)(=O)Nc2ncccn2)cc1 | -10.6% | ? | 2.9% |
| CCC1CCCCN1S(=O)(=O)c1ccc2c(c1)CCN2C(C)=O (stereo unspecified) | 16.7% | ? | -0.3% |

Compound activity (PubChem)
